High-throughput results: PubChem, NCI
All columns: NCI-60 one-dose screen, growth in % after 48 h at 10 µM unless noted; 100 = growth as untreated, 0 = no growth, -100 = all killed.
NCI-H23 = NCI-H23 lung cancer | 80,000 compounds, 4% hits
NCI-H226 = NCI-H226 lung cancer; AID 1794732; 79,000 compounds, 3.5% hits
OVCAR-4 = OVCAR-4 ovarian cancer cells; 80,000 compounds, 3.7% hits
NCI/ADR-RES = NCI/ADR-RES ovarian cells; 81,000 compounds, 4.4% hits
SK-OV-3 = SK-OV-3 ovarian cancer cells | 80,000 compounds, 3.2% hits | AID 1794785
IGROV1 = IGROV1 ovarian cancer; 79,000 compounds, 4.7% hits
NCI-H460 = NCI-H460 lung cancer; 82,000 compounds, 6.8% hits
NCI-H322M = NCI-H322M lung cancer; 80,000 compounds, 2.7% hits
NCI-H522 = NCI-H522 lung cancer | 78,000 compounds, 8% hits | AID 1794739
The depositor's hits bear a star; nt = no result given; & = joins results of further samples. Rule for the calls: active = growth percent below 10; inactive = the rest.

item	compound	NCI-H23	NCI-H226	OVCAR-4	NCI/ADR-RES	SK-OV-3
1	CC[C@]12C=CCN3CC[C@@]4(c5ccc(OC)cc5N(C)[C@H]4[C@@](O)(C(=O)OC)[C@@H]1OC(=O)CCCN1CCOCC1)[C@@H]32	106	108	108	106	111
2	COc1cc(C2C3=C(COC3=O)Nc3c2ccc2c3CCCC2)cc2c1OCO2 (stereo unspecified)	16	-5.1*	38	3.8*	-8.9*
3	CCC(=O)c1ccco1	89	96	93	96	92
4	O=c1[nH]n(C(=S)N/N=C/c2cccc([N+](=O)[O-])c2)c(=O)c2ccccc12	101	94	101	95	111
5	CNC(=O)c1cc(N2CCc3c2ccc(NC(=O)c2ccc(N4CCOCC4)c(C(F)(F)F)c2)c3F)ccn1	112	93	96	96	98
6	C[n+]1cccc(O)c1	95	103	121	104	106
7	CSc1nc(NN)c(C#N)c(-c2ccco2)n1	92	76	100	99	91
8	NC(=NCCCOc1ccc(F)cc1)Nc1ccc(I)cc1	66	94	46	81	82
9	CCCCCC1CC1/C=C(\F)C(=O)OCC (stereo unspecified)	108	104	113	109	123
10	Cn1cc(NC(=O)c2cc(NC(=O)c3cc(NC=O)cn3C)cn2C)cc1C(=O)NCCC(=N)N	148	106	120	60	107
11	Cc1ccc(C2=NN3C(C2)c2ccccc2OC32C(=O)Nc3ccc(Br)cc32)o1 (stereo unspecified)	100	89	104	102	99
12	Cc1ccc(-c2n[nH]c(=O)c3c2sc2ncc(-c4ccc(Br)cc4)n23)cc1	89	99	97	96	98
13	Cc1ccc2nc(NC(=O)CSc3nc(-c4ccccc4)c(C#N)c(=O)n3Cc3ccccc3)sc2c1	86	85	93	92	82
14	COc1ccc(-c2nc3sc(C)nn3c2C(=O)/C=C/c2cc(OC)c(OC)c(OC)c2)cc1	97	98	94	98	98
15	COc1ccc(C2=Nc3c(N)ncnc3NC(c3ccc4c(c3)OCO4)C2)cc1 (stereo unspecified)	70	86	95	76	98

item	IGROV1	NCI-H460	NCI-H322M	NCI-H522
1	112	111	106	100
2	45	3.7*	47	-35*
3	93	105	102	92
4	109	94	93	95
5	107	99	101	89
6	114	106	111	99
7	97	104	85	81
8	66	82	88	57
9	103	109	102	105
10	111	106	108	99
11	99	102	102	98
12	89	106	94	91
13	78	98	96	31
14	84	101	97	69
15	37	102	99	87

Remaining list, next part
item	compound	NCI-H23	NCI-H226	OVCAR-4	NCI/ADR-RES	SK-OV-3
16	O=C(NCCCO)NCN1C(=O)c2cccc3cccc(c23)C1=O	103	96	102	103	92
17	COc1cc(C)c(OC)c2c1OCO2	103	95	101	109	89
18	CC(=O)OCC(OC(C)=O)C(OS(C)(=O)=O)C(OS(C)(=O)=O)C(COC(C)=O)OC(C)=O (stereo unspecified)	107	119	102	95	96
19	O=C(c1ccc(O)cc1)C1[C@H](c2ccc(Cl)cc2)[C@@H](c2ccccc2)NC12C(=O)Nc1ccc(Br)cc12 (stereo partly specified)	-59*	-55*	-8.8*	-37*	22
20	CCNC(=O)c1[nH]cc(-c2ccccc2)c1-c1cc(OC)c2c(c1OC)OCO2	94	87	99	93	90
21	O=C1Nc2ccc(Br)cc2/C1=N/c1nc(-c2ccccc2)cs1	92	76	80	103	61
22	CCC1=C[C@@](C)(C2CC(=O)N(c3ccccc3)C2=O)[C@H](CC)[C@@H]2C(=O)N(c3ccccc3)C(=O)[C@H]12 (stereo partly specified)	104	111	99	102	80
23	COc1ccc(NC(=O)C2=C(C)NC(=S)NC2c2cc(OC)c(OC)c(OC)c2)cc1 (stereo unspecified)	103	99	108	101	104
24	COc1cc(OC)cc(-c2ccc(-c3ccc(C(=N)N)cc3)s2)c1	-77*	-68*	-67*	-51*	-82*
25	Cc1nc2ccccc2c2cc(-c3ccccc3)oc(=O)c12	76	78	90	92	82
26	O=C1Nc2ccc(Br)cc2/C1=N\c1nnc(-c2ccccc2)o1	90	93	94	93	105
27	O=c1c2sc3nc4c(cc3c2nnn1-c1ccccc1Cl)CCCC4	92	92	90	91	112
28	OCc1cn(-c2ccc(Cl)cc2)nc1-c1ccc(O)cc1	97	97	92	95	105
29	NC(=N\N=C/c1ccccc1[N+](=O)[O-])/C(N)=N\N=C/c1ccccc1[N+](=O)[O-]	104	107	111	114	102
30	C#CCNC(=O)[C@@]1(C)CC[C@]2(C)CC[C@]3(C)C(=CC[C@@H]4[C@@]5(C)Cc6c([nH]c7ccccc67)C(C)(C)[C@@H]5CC[C@]43C)[C@H]2C1	88	82	99	93	106

item	IGROV1	NCI-H460	NCI-H322M	NCI-H522
16	105	108	101	76
17	93	104	98	103
18	108	102	102	96
19	-40*	-46*	-4.2*	-21*
20	89	108	94	93
21	84	91	88	71
22	103	116	89	82
23	107	109	98	90
24	-71*	-88*	-89*	-58*
25	47	85	92	85
26	91	100	89	91
27	106	98	94	52
28	91	106	86	71
29	136	104	146	89
30	95	93	96	80

Whole records as entered above:
Listed for CCC1=C[C@@](C)(C2CC(=O)N(c3ccccc3)C2=O)[C@H](CC)[C@@H]2C(=O)N(c3ccccc3)C(=O)[C@H]12 (stereo partly specified) = NCI-H23 = 104; NCI-H226 = 111; OVCAR-4 = 99; NCI/ADR-RES = 102; SK-OV-3 = 80; IGROV1 = 103; NCI-H460 = 116; NCI-H322M = 89; NCI-H522 = 82
Listed for O=C1Nc2ccc(Br)cc2/C1=N\c1nnc(-c2ccccc2)o1 = NCI-H23 = 90; NCI-H226 = 93; OVCAR-4 = 94; NCI/ADR-RES = 93; SK-OV-3 = 105; IGROV1 = 91; NCI-H460 = 100; NCI-H322M = 89; NCI-H522 = 91

Remaining list, next part:
item	compound	NCI-H23	NCI-H226	OVCAR-4	NCI/ADR-RES	SK-OV-3
31	COc1cc2oc(C(=O)N[C@@H](Cc3ccccc3)C(=O)C(=O)NCc3ccccc3)c(C)c(=O)c2cc1OC	103	109	103	108	114
32	Nc1cccc(-c2ccccc2Oc2ccc3nnc(Cl)n3n2)c1	96	87	109	96	101
33	CCC(C)NC(=O)c1ccccc1 (stereo unspecified)	110	103	113	108	125
34	COc1ccc(-c2cc(-c3cccnc3)nc(SCC#N)c2C#N)cc1OC	83	102	105	92	110
35	CC(=O)NC(N)=O	101	101	nt	107	97
36	COc1ccc(-c2nc3sccn3c2-c2ccnc(NCCNS(=O)(=O)c3ccc(F)cc3)n2)cc1	73	83	71	58	96
37	COc1nc(OC)nc(-c2cnc3cc(OC)c(OC)c(OC)c3c2)n1	105	97	110	95	108
38	Fc1ccc(-c2cnc3nonc3n2)cc1	89	102	91	105	101
39	Nc1c2c(nc3ccc(Cl)cc13)CC(c1ccc(F)cc1)CC2=O (stereo unspecified)	107	107	107	106	110
40	CN(N=O)c1ccc(CC2CCc3ccccc32)cc1 (stereo unspecified)	88&102	97	94&85	96&107	104&100
41	CCN(CC)CCN1Cc2ccccc2C1	99	106	100	100	100
42	O=S(=O)(Oc1ccccc1)c1ccc(Cl)c(Cl)c1	96	99	116	103	111
43	COC(=O)c1nnn(-c2ccccc2)c1CNC(=O)c1ccccc1C(=O)O	104	103	110	108	98
44	CC(C)(C)CCC(Br)CBr (stereo unspecified)	97	100	96	102	108
45	CSCCC(C(=O)O)N1C(=O)/C(=C/c2ccc(O)c(O)c2)SC1=S (stereo unspecified)	nt	107	101	108	110

item	IGROV1	NCI-H460	NCI-H322M	NCI-H522
31	106	107	101	100
32	102	102	100	91
33	119	109	117	81
34	83	101	97	102
35	106	108	88	83
36	72	97	82	69
37	101	100	109	90
38	100	98	101	71
39	107	100	109	104
40	92&106	107&103	91&109	129&81
41	107	104	102	97
42	95	108	104	90
43	109	103	105	81
44	107	100	96	96
45	99	109	92	102

Next results:
item	compound	NCI-H23	NCI-H226	OVCAR-4	NCI/ADR-RES	SK-OV-3
46	C=C(C)[C@@H]1CC=C2c3sc(-c4ccc(C)cc4)nc3C[C@@H](C)[C@]2(C)C1	112	101	98	106	97
47	Cc1ccc(N(Cc2cc(C)cc(C)c2O)Cc2cc(C)cc(C)c2O)cc1	90	97	85	101	94
48	CC(C)(C)OC(=O)N1CCN(c2nc3ccc(F)cc3c3c(=O)c4cc(F)ccc4sc23)CC1	99	92	106	103	94
49	COc1cc(OC)c2c(=O)cc(-c3ccccc3)oc2c1	106	101	105	109	105
50	O=C1c2ccccc2-c2c1c1c3ccccc3[nH]c1c1c2[nH]c2ccccc21	91	109	73	88	84
51	O=c1c2sc3ncc(Br)cc3c2nnn1-c1ccccc1	101	92	99	105	97
52	Cc1cccc(OCC2CO2)c1 (stereo unspecified)	95	99	91	104	100
53	C/C(=N\O)c1ccc(N2C(=O)C3C(C2=O)C2(Cl)C(Cl)=C(Cl)C3(Cl)C2(Cl)Cl)cc1 (stereo unspecified)	97	99	97	106	99
54	CN(Cc1ccccc1)c1nc(Cl)c(/C=C/C(=O)c2ccc(F)cc2)s1	97	86	106	93	104
55	COc1cccc(C(=O)c2ccccc2C(=O)O)c1	105	99	nt	107	111
56	N#Cc1ncoc1N1CCN(Cc2ccc3c(c2)OCO3)CC1	98	106	88	98	104
57	CCN(CC)CCNC(=O)c1cn2ncnc(Oc3ccc(NC(=O)NC4CC4)c(F)c3)c2c1C	103	88	92	107	102
58	Cc1c(-c2nnc(-c3ccccc3)o2)nnn1-c1ccc([N+](=O)[O-])cc1	99	103	107	108	108
59	N#CCc1nc(N)nc(Nc2ccc(S(N)(=O)=O)cc2)n1	94	109	105	108	119
60	CC(=O)c1c(C)c([N+](=O)[O-])c(C(C)(C)C)c([N+](=O)[O-])c1C	100	100	104	100	101

item	IGROV1	NCI-H460	NCI-H322M	NCI-H522
46	109	114	101	96
47	96	102	102	67
48	105	106	99	96
49	7.8*	104	93	83
50	82	56	77	35
51	108	95	101	87
52	98	104	87	98
53	99	110	97	98
54	93	102	103	82
55	110	105	96	nt
56	84	106	101	84
57	104	102	96	95
58	111	100	98	96
59	108	100	107	104
60	103	105	101	93

15 entries from above, with values under each structure:
Below each SMILES: NCI-H23, NCI-H226, OVCAR-4, NCI/ADR-RES, SK-OV-3, IGROV1, NCI-H460, NCI-H322M, NCI-H522
#43 COC(=O)c1nnn(-c2ccccc2)c1CNC(=O)c1ccccc1C(=O)O
  104, 103, 110, 108, 98, 109, 103, 105, 81
#44 CC(C)(C)CCC(Br)CBr (stereo unspecified)
  97, 100, 96, 102, 108, 107, 100, 96, 96
#45 CSCCC(C(=O)O)N1C(=O)/C(=C/c2ccc(O)c(O)c2)SC1=S (stereo unspecified)
  nt, 107, 101, 108, 110, 99, 109, 92, 102
#46 C=C(C)[C@@H]1CC=C2c3sc(-c4ccc(C)cc4)nc3C[C@@H](C)[C@]2(C)C1
  112, 101, 98, 106, 97, 109, 114, 101, 96
#47 Cc1ccc(N(Cc2cc(C)cc(C)c2O)Cc2cc(C)cc(C)c2O)cc1
  90, 97, 85, 101, 94, 96, 102, 102, 67
#48 CC(C)(C)OC(=O)N1CCN(c2nc3ccc(F)cc3c3c(=O)c4cc(F)ccc4sc23)CC1
  99, 92, 106, 103, 94, 105, 106, 99, 96
#49 COc1cc(OC)c2c(=O)cc(-c3ccccc3)oc2c1
  106, 101, 105, 109, 105, 7.8*, 104, 93, 83
#50 O=C1c2ccccc2-c2c1c1c3ccccc3[nH]c1c1c2[nH]c2ccccc21
  91, 109, 73, 88, 84, 82, 56, 77, 35
#51 O=c1c2sc3ncc(Br)cc3c2nnn1-c1ccccc1
  101, 92, 99, 105, 97, 108, 95, 101, 87
#52 Cc1cccc(OCC2CO2)c1 (stereo unspecified)
  95, 99, 91, 104, 100, 98, 104, 87, 98
#53 C/C(=N\O)c1ccc(N2C(=O)C3C(C2=O)C2(Cl)C(Cl)=C(Cl)C3(Cl)C2(Cl)Cl)cc1 (stereo unspecified)
  97, 99, 97, 106, 99, 99, 110, 97, 98
#54 CN(Cc1ccccc1)c1nc(Cl)c(/C=C/C(=O)c2ccc(F)cc2)s1
  97, 86, 106, 93, 104, 93, 102, 103, 82
#55 COc1cccc(C(=O)c2ccccc2C(=O)O)c1
  105, 99, nt, 107, 111, 110, 105, 96, nt
#56 N#Cc1ncoc1N1CCN(Cc2ccc3c(c2)OCO3)CC1
  98, 106, 88, 98, 104, 84, 106, 101, 84
#57 CCN(CC)CCNC(=O)c1cn2ncnc(Oc3ccc(NC(=O)NC4CC4)c(F)c3)c2c1C
  103, 88, 92, 107, 102, 104, 102, 96, 95

Continuation:
item	compound	NCI-H23	NCI-H226	OVCAR-4	NCI/ADR-RES	SK-OV-3
61	COc1cc(NC(=O)CSc2nnc(-c3ccc(-c4nc5ccc(Cl)cc5[nH]4)cc3)o2)cc(OC)c1OC	52	57	65	64	109
62	CCCC(C)(C)COC(=O)c1cccc(N)c1	103	88	117	102	94
63	Cc1ccc(-c2c(-[n+]3noc(=O)[nH]3)no[n+]2[O-])cc1	102	nt	104	111	nt
64	O=C(CCNC(=O)c1nc(-c2ccccc2)n(-c2ccc(Cl)cc2)n1)NO	101	97	106	109	92
65	COc1cc([N+](=O)[O-])ccc1S(=O)(=O)Cl	109	107	112	117	110
66	O=S(=O)(COCc1ccc(Cl)c(Cl)c1)c1ccccc1	100	105	109	96	109
67	N#CCNc1ccc(N)cc1	90	99	98	94	70
68	COc1ccc(/C=C/C(=O)c2cccc(OCCCCOc3cccc(C(=O)/C=C/c4ccc(OC)c(OC)c4)c3)c2)cc1OC	54	58	33	78	90

item	IGROV1	NCI-H460	NCI-H322M	NCI-H522
61	53	29	95	35
62	103	108	81	61
63	96	102	96	92
64	102	104	nt	82
65	125	105	115	98
66	112	109	97	83
67	103	111	93	79
68	75	81	87	64
